# TRHR agonist: TRH receptor (human) agonism; AID 493084; TRHR cells, calcium flux fluo-8, FDSS agonist mode; 360,000 compounds, 0.18% hits; activation, % at 2 µM; P34981; in the data active means activation above about 30%; further: 0% is about no effect
#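 In this calcium-flux screen, cells bearing human TRHR are dye-loaded with fluo-8, baselined for 10 cycles, then exposed to library compounds; positive kinetic calcium responses during the agonist phase mark hits, with TRH as control.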
# D2 agonist: D2 dopamine receptor (human) agonism | P14416 | HEK293 T-REx D2 cells, calcium flux agonist mode | activation, % at 2 µM | 340,000 compounds, 0.53% hits | AID 485358;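 active means activation over 3 SD above normal in the single-dose calcium agonist read, cut at about 30% in these data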; further: 0% is about no effect
#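 HEK293 Trex D2 cells, tetracycline-induced, o/n 30 C 5% CO2; no-wash Ca dye, RT 30–90 min; 10-cycle baseline, 23 nl cpd added, kinetic Ca read 180 s; agonist hits = positive Ca response.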
# D2 antag: antagonizes the human D2 dopamine receptor. P14416. HEK293 TREx D2 cells, calcium flux, dopamine EC80. inhibition, % at 10 µM. 340,000 compounds, 2% hits. AID 485344; in the data active means inhibition above about 30%; further: 0% is about no effect
#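 Inhibition of EC80 dopamine-driven calcium flux, recorded kinetically, defines activity here; cells are a tetracycline-induced HEK293 T-REx line expressing force-coupled D2.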
# TRHR enhancer: TRH receptor (human) allosteric enhancement; AID 493056; TRHR cells, fluo-8 calcium fluorescence, EC20 TRH enhancement; 360,000 compounds, 0.66% hits; enhancement, % at 2 µM; P34981; in the data active means enhancement above about 30%; further: 0% is about no effect
#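 TRHR-expressing cells loaded with fluo-8 calcium dye were read kinetically (ex 480/em 530) during compound addition, then stimulated with an EC20 of TRH (10 nM final). Enhancement of the Gq-mediated intracellular calcium response was scored.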
# rTrxR1 inhibitor: blocks rat thioredoxin reductase 1 | O89049 | recombinant rTrxR1, NADPH fluorescence consumption, selenite substrate | Potency, µM (series often up to 114 µM), for inactives: at the top dose activity change, negative = inhibition, usual class: inhibitors | 390,000 compounds, 1% hits; further: potency means the concentration at half of the fitted maximal effect; on the % scale 0 is the no-effect control and ±100 the full control effect; nearly all actives have a fitted effect of over 65% in size
#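 Rat TrxR1 (90 nM in the dispensed reagent) was pre-reduced with 400 uM NADPH for 5 min at room temperature, then incubated with compound for 15 min. After 400 uM selenite was added, NADPH fluorescence (Ex 340/Em 450 nm) was followed for 8 min.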
# PI4K2A inh: inhibitors of human PI4K2A; Q9BTU6; purified PI4K2A, ADP-Glo luminescence, 1 h; hits give low values; activity change, negative = inhibition, % at 76.9 µM; 420,000 compounds, 0.13% hits; AID 1346378; in the data active means activity change below about -50%; inconclusive means mostly about -30% to -49%;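 further: -100% = wells without enzyme as full effect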
#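 In this quantitative HTS, ADP production by PI4K2A was quantified luminescently after 1 h at ambient temperature; 100 microM adenosine served as plate-quality control.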
# USP1-UAF1 inh: USP1/UAF1 (human) deubiquitinase inhibition. O94782. 390,000 compounds, 0.23% hits. AID 743255. Potency, µM (highest dose often 57.1 µM), without a hit: at the top dose activity change, negative = inhibition, hits mostly inhibitors. recombinant USP1/UAF1, Ub-Rhodamine cleavage fluorescence; further: potency means the concentration at half of the fitted maximal effect; on the % scale 0 is the no-effect control and ±100 the full control effect; nearly all actives have a fitted effect of over 60% in size; inactives centre near -12
# Target sequence (O94782 whole entry, looked up): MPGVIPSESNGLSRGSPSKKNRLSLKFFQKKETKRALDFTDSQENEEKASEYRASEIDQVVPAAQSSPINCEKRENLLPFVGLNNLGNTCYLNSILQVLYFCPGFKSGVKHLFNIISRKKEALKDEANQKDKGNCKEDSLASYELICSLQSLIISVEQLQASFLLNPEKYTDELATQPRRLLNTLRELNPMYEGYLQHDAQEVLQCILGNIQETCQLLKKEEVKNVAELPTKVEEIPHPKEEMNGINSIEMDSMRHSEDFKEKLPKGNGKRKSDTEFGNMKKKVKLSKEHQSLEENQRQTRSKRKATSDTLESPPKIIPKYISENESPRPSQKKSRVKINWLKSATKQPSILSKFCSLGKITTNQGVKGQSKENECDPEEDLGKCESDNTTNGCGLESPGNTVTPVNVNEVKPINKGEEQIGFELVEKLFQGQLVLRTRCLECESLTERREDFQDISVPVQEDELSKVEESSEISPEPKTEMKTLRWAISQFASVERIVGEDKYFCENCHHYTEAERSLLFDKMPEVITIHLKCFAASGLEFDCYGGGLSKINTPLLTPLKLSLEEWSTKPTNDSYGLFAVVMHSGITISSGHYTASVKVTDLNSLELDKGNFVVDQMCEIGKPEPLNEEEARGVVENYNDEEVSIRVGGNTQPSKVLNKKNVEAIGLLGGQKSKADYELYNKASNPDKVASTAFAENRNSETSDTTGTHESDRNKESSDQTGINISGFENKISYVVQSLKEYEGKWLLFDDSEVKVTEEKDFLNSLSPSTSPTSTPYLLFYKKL
#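 High-throughput fluorogenic screen: 1nM USP1/UAF1 complex, Ub-Rho substrate 150nM final, 50mM HEPES pH 7.8 with 0.5mM EDTA, 0.1 mg/ml BSA, 1mM TCEP and 0.01% Tween-20.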
# TrxR1 substrate: is turned over as a substrate by rat TrxR1. AID 588456. 390,000 compounds, 0.01% hits. O89049. Potency, µM (series often up to 114 µM), inactives show at the top dose activity change, negative = substrate turnover. purified TrxR1 substrate turnover, NADPH consumption readout; further: potency means the concentration at half of the fitted maximal effect; on the % scale 0 is the no-effect control and ±100 the full control effect; nearly all actives have a fitted effect of over 50% in size
#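 Rat TrxR1, dispensed at 90 nM, was prereduced with 400 uM NADPH (final) for 5 min at ~22 deg C, then incubated with compound 15 min before 400 uM selenite. A first-read NADPH fluorescence drop versus no-compound background flagged substrates.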
# mIDH1 inhibitor: human IDH1 R132H inhibition. Potency, µM (highest dose often 76.6 µM), inactives show top-dose activity change, negative = inhibition, usual class: inhibitors. O75874. IDH1-R132H enzyme, NADPH consumption, diaphorase/resazurin fluorescence. 390,000 compounds, 0.093% hits; further: potency means the concentration at half of the fitted maximal effect; on the % scale 0 is the no-effect control and ±100 the full control effect; nearly all actives have a fitted effect of over 65% in size
#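 IDH1-R132H (0.5 ug/mL) preincubated 30 min with compound, then NADPH (0.016 mM) and alpha-KG (2 mM) added; 80 min at RT, pH 7.5. Remaining NADPH coupled via diaphorase/resazurin to fluorescence (540/590 nm); concentration-response curves normalized to no-enzyme control.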
# * = called active by the depositor; ? = inconclusive; nt = not tested or not shown; [ ] = remark or other dose. Unless noted, the call rests on the fitted dose curve; in most records, active means well fitted inhibition curve with a large enough effect; inconclusive means small, poorly fitted or top-dose-only effect; inactive means no such curve, though single readings can be large or run the other way.
SMILES,TRHR agonist,D2 agonist,D2 antag,TRHR enhancer,rTrxR1 inhibitor,PI4K2A inh,USP1-UAF1 inh,TrxR1 substrate,mIDH1 inhibitor
CCc1ccccc1NC(=O)c1ccc2c(c1)nnn2C1CCCC1,-0.5,0.3,nt,1,2%[57.1 µM],-3,-9%,-5%[57.1 µM],19%
Cc1ccc(C(=O)CCC(=O)NC2=NCCS2)cc1,0.2,0.0,5,2,1%,-5,-17%,3%,2%
Cc1ccc(N(Cc2cc3cc(C)ccc3[nH]c2=O)S(=O)(=O)c2ccccc2)cc1,0.2,0.6,-5,12,22%,-2,-4%,10%,2%
CCOc1ccc(C(=O)Nc2cccc(C)n2)cc1,-0.4,0.6,-10,41*,14%[57.1 µM],?,-20%,7%[57.1 µM],8%
O=S(=O)(/C=C/c1ccccc1)N1CCN(c2ccc(F)cc2)CC1,-0.3,0.0,0,6,-7%,4,-14%,-9%,-3%
COc1ccc(C(=O)N[C@H](C(=O)OCC(=O)NC(=O)c2cccn2C)C(C)C)cc1,-0.7,0.2,0,-6,22%[57.1 µM],-4,-25%,11%[57.1 µM],7%
COc1ccc2c(c1)c1c(c(=O)n(CCc3ccccc3)c(=O)n1Cc1cccc(F)c1)n2C,-0.1,-0.9,nt,-4,21%,2,-16%,9%,19%
Cc1cccc(N2CC(C(=O)Nc3nnc(SCC(=O)N4CCOCC4)s3)CC2=O)c1 (centres undefined),0.7,0.6,-4,-2,-11%,-8,-11%,-2%,-5%
COc1cc(OC)c(OC)cc1/C=N/NC(=O)C[n+]1ccccc1,1.6,0.4,-5,3,3%[57.1 µM],-5,-20%,-17%,1%
Cc1coc2cc3oc(=O)c(CCC(=O)NC4CC4)c(C)c3cc12,1.2,1.1,1,-3,-2%,5,-25%,27%,2%
Cc1csc(NC(=O)c2oc3ccccc3c2C)n1,-0.4,-0.1,-2,3,3%,-3,-8%,9%,3%
Cc1c(C)n(Cc2ccccc2)c2ccc(C(=O)O)cc12,nt,nt,nt,nt,4%[57.1 µM],-15,-5%,1%[57.1 µM],3%
C=C(C)CN(CC)C(=O)CN1C(=O)NC2(CCc3ccccc32)C1=O (centres undefined),0.1,0.3,3,5,11%,3,-13%,-4%,-11%
O=C(Nc1nccs1)c1cccc2ccccc12,-0.3,nt,12,3,18%,-1,-4%,2%,0%
COc1cccc(C=Nc2cccc3c(=O)[nH][nH]c(=O)c23)c1O,0.1,-2.8,2,-2,-4%[57.1 µM],-14,-1%,-4%,-1%
CCOC(=O)C1(C)C=C(Nc2ccc(OC)cc2)C(=O)N1c1ccccc1 (centres undefined),-1.0,-1.5,nt,2,20%,1,-25%,19%,0%
COc1ccc(NC(=O)N(C)C[C@H]2Oc3c(NC(=O)Nc4c(C)noc4C)cccc3C(=O)N([C@H](C)CO)C[C@@H]2C)cc1,nt,nt,nt,nt,0%,0,-11%,-2%,0%
O=C(NCc1nc2ccccc2[nH]1)c1c(F)c(F)c(F)c(F)c1F,0.5,0.7,26,18,19%[57.1 µM],-1,-13%,8%[57.1 µM],1%
C/C(=N\NC(=O)CNC(=O)c1ccccc1F)c1ccco1,0.3,-0.6,-23,-3,42%[activator][0.457 µM],2,11%,8%[0.457 µM],2%
COc1ccc(-c2nnc(SCC(=O)N3CCCCC3)o2)c(OC)c1,-0.5,0.1,-14,0,16%,2,-19%,2%,-3%
Cc1nn(-c2ccccc2)c(C)c1NC(=O)COC(=O)CCOc1ccccc1,-0.4,0.0,5,3,0%,-9,-18%,-6%,8%
COc1ccc(N2CCN(C(=O)c3ccc(CS(=O)(=O)c4ccc(OC)cc4)o3)CC2)cc1,-0.4,0.2,-12,2,18%,0,-18%,8%,9%
O=C(c1cccs1)n1nc(-c2ccc(Cl)cc2)nc1NCc1ccco1,0.9,0.8,-6,1,-6%,-7,-17%,3%,3%
CCOC(=O)c1ccc(NC(=O)CSc2nnnn2CCCO)cc1,0.1,0.5,2,-1,23%,6,-19%,7%,0%

# Compound profiles, from the list above.
# Shown for `C=C(C)CN(CC)C(=O)CN1C(=O)NC2(CCc3ccccc32)C1=O` (centres undefined) : TRHR agonist: 0.1; D2 agonist: 0.3; D2 antag: 3; TRHR enhancer: 5; rTrxR1 inhibitor: 11%; PI4K2A inh: 3; USP1-UAF1 inh: -13%; TrxR1 substrate: -4%; mIDH1 inhibitor: -11%
# Shown for `O=C(c1cccs1)n1nc(-c2ccc(Cl)cc2)nc1NCc1ccco1` : TRHR agonist: 0.9; D2 agonist: 0.8; D2 antag: -6; TRHR enhancer: 1; rTrxR1 inhibitor: -6%; PI4K2A inh: -7; USP1-UAF1 inh: -17%; TrxR1 substrate: 3%; mIDH1 inhibitor: 3%

# Further structures
SMILES,TRHR agonist,D2 agonist,D2 antag,TRHR enhancer,rTrxR1 inhibitor,PI4K2A inh,USP1-UAF1 inh,TrxR1 substrate,mIDH1 inhibitor
Cc1cccc(C(=O)n2cnnc2N)c1,0.2,0.2,-15,23,8%,11,-6%,-5%,-8%
Cc1cc(N)ccc1-c1cc2ccccc2oc1=O,0.0,-0.5,5,0,10%[57.1 µM],3,-11%,7%[57.1 µM],0%
CCCCN1CCC(CN2C(=O)C(=O)NC[C@@H]2Cc2ccccc2)CC1,nt,nt,nt,nt,34%,-3,-30%,17%,6%
COc1ccc(/C=C2\SC(=S)N(CCCC(=O)N3CCN(C)CC3)C2=O)cc1OC,nt,nt,nt,nt,18%,6,-19%,8%,5%
O=C1CC(C(=O)N(c2ccc(F)cc2)C(C(=O)NC2CCCC2)c2ccccn2)CS1 (centres undefined),1.3,0.2,-6,-3,14%,-2,-1%,1%,2%
COc1ccccc1S(=O)(=O)Cc1ccc(C(=O)NCc2ccc3c(c2)OCO3)o1,-0.6,0.0,15,4,0%[57.1 µM],2,-18%,-4%,3%
O=c1ccc(C(F)(F)F)cn1Cc1cc(=O)n2cc(Br)ccc2n1,0.0,0.1,4,0,-3%[57.1 µM],-7,-2%,7%[0.0914 µM],0%
O=C(COc1ccc(Cl)cc1)Nc1ccc2c(c1)C(=O)NC2=O,0.5,-2.0,26,-3,15%,-3,-28%,2%,0%
CN(C(=O)COc1ccc([N+](=O)[O-])cc1)C1CCS(=O)(=O)C1 (centres undefined),0.6,nt,nt,10,4%[57.1 µM],6,-22%,0%[57.1 µM],10%
CC(=O)Nc1ccc(C(=O)CSc2nnc3cc(C)c4ccccc4n23)cc1,0.1,0.4,nt,-3,37%[activator],1,-13%,85%[activator],18%
O=C(Nc1ccccc1F)C1CCCN(S(=O)(=O)c2cccc3cccnc23)C1 (centres undefined),-0.5,-1.4,-17,1,20%[57.1 µM],5,-7%,9%[57.1 µM],-4%
Cc1nc(SCC(=O)N(C)Cc2ccco2)c2c(C)c(C)sc2n1,0.2,-0.5,0,-1,22µM*,-18,-3%,-7%,-1%

# Arranged by number of heavy atoms (ascending): 4 of the compounds above
SMILES,TRHR agonist,D2 agonist,D2 antag,TRHR enhancer,rTrxR1 inhibitor,PI4K2A inh,USP1-UAF1 inh,TrxR1 substrate,mIDH1 inhibitor
Cc1ccc(C(=O)CCC(=O)NC2=NCCS2)cc1,0.2,0.0,5,2,1%,-5,-17%,3%,2%
O=C(NCc1nc2ccccc2[nH]1)c1c(F)c(F)c(F)c(F)c1F,0.5,0.7,26,18,19%[57.1 µM],-1,-13%,8%[57.1 µM],1%
CCc1ccccc1NC(=O)c1ccc2c(c1)nnn2C1CCCC1,-0.5,0.3,nt,1,2%[57.1 µM],-3,-9%,-5%[57.1 µM],19%
O=C(Nc1ccccc1F)C1CCCN(S(=O)(=O)c2cccc3cccnc23)C1 (centres undefined),-0.5,-1.4,-17,1,20%[57.1 µM],5,-7%,9%[57.1 µM],-4%

# More results follow:
SMILES,TRHR agonist,D2 agonist,D2 antag,TRHR enhancer,rTrxR1 inhibitor,PI4K2A inh,USP1-UAF1 inh,TrxR1 substrate,mIDH1 inhibitor
CCOc1cc(/C=C2/COc3ccccc3C2=O)ccc1OCC(=O)N(C)C,0.2,-0.6,-4,5,?,-3,1%,5%[57.1 µM],-3%
O=S(=O)(NCCc1csc2nc(-c3ccc(Cl)cc3)nn12)c1cccs1,0.5,1.2,nt,-4,18%[57.1 µM],-4,-24%,0%[57.1 µM],-10%
CC1CCCCC12NC(=O)N(CC(=O)OCc1cccc(F)c1)C2=O (centres undefined),0.9,0.3,-8,4,16%,2,-21%,2%,-3%
COc1ccnc(CN(C)C(=O)C2CCC(=O)N(CCN(C)C)C2)c1 (centres undefined),0.3,-0.2,7,3,22%,-1,-18%,5%,5%
CCC(=O)c1ccc(N2CCN(S(=O)(=O)c3ccccc3)CC2)c(F)c1,2.5,0.2,3,-1,-2%,-5,-13%,-9%,-5%
CCn1c(/C=C/Nc2ccccc2)[n+](CC)c2ccc(Cl)cc21,0.2,-1.1,-6,0,-13%,-5,-3%,-10%,3%
O=C(CCS(=O)(=O)c1ccccc1)Nc1ccc2c(c1)C(=O)NC2=O,-0.9,0.2,-24,-1,18%[57.1 µM],-7,-7%,32%[activator][57.1 µM],1%
CC(C)(C)C(=O)NCCn1ccc2ccccc21,0.1,-0.4,-10,4,-2%[57.1 µM],-4,3%,1%[57.1 µM],-7%
Cc1ccc(NC(=O)C2CCCN2C(=O)NC2CCCCC2)cc1C (centres undefined),0.1,0.1,-21,3,1%[57.1 µM],-3,-16%,-1%[57.1 µM],5%
CCC(C)(C)NC(=O)C(c1ccc(OC)cc1)N(Cc1ccccc1)C(=O)CCC(=O)Nc1cc(C)on1 (centres undefined),-0.6,1.4,-10,-2,15%,0,-10%,5%,1%
CCC(CO)NC1=CC(=O)CCC1 (centres undefined),0.0,-2.2,29,-2,22%,-1,-4%,6%,-5%
CCn1cc(/C=C(\NC(=O)c2ccccc2Cl)C(=O)NCCN2CCOCC2)c2ccccc21,0.0,-0.1,-6,4,-3%,5,-5%,-4%,-13%
